MPTP block: permeability transition pore inhibition; isolated mouse mitochondria, Ca2+ swelling absorbance, 30 min; inhibition, % at 10 µM; 360,000 tested, 1.4% active; AID 602449;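 active = inhibition of 50% or more, scaled per plate between neutral and stimulator controls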;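 also: 0% = DMSO wells given calcium and 100% = 1 mM EGTA wells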
The depositor's hits bear a star; & = joins results of further samples. An excerpt; count on the stated rates, not on these rows.

SMILES	MPTP block
Cc1ccc(C(O)c2ncc(-c3ccc(Cl)cc3)[nH]2)c(C)c1 (configuration not stated)	2.2
COc1ccc(OC(=O)N(C)C[C@H]2OCc3cn(nn3)CCCC(=O)N([C@H](C)CO)C[C@@H]2C)cc1	0.0
O=C(NCc1ccco1)c1ccc2nc([C@@H]3O[C@H](CO)[C@H](O)[C@H](O)[C@H]3O)[nH]c2c1	1.7
FC(F)(F)Oc1ccccc1C(c1nnnn1C1CCCCC1)N1CCN(C/C=C/c2ccccc2)CC1 (configuration not stated)	0.2
COC[C@@H]1NS(=O)(=O)c2ccc(Br)cc2O[C@H]1c1ccccc1	-2.0
CCCCCCCCN1C(=O)[C@H](CC(=O)NCc2ccc(OC)c(OC)c2)C[C@@]2(C(=O)OC)CC(C)(C)CC=C12	-1.9
CCc1c(-c2ccc(Br)cc2)ncn1Cc1cccc(-c2ccccc2)c1	3.2
Cc1cnc(-c2nc3ccccc3n2C(C(=O)NC(C)(C)C)c2ccncc2)cn1 (configuration not stated)	-0.1
Clc1cccc(CNc2ccn3nc(-c4ccccc4Cl)cc3n2)c1	1.9
CC(=O)c1ccc(Nc2nc(C(N)C(C)C)cs2)cc1 (configuration not stated)	1.4
Nc1ccn([C@@H]2O[C@H](CNC(=O)[C@H]3CCC(=O)N3)[C@@H](O)[C@H]2O)c(=O)n1	-2.0
CC(=O)OCCn1c([N+](=O)[O-])cnc1C=[N+]([O-])C1CCCCC1	0.4
CC1(C(=O)NS(=O)(=O)c2ccc(C#N)cc2)CCN1C(=O)Cc1ccc(-c2ccccc2)cc1 (configuration not stated)	0.0
Cn1cncc1C#Cc1ccc(N2C(c3ccsc3)=Cc3ccc(F)cc3C2c2c[nH]c3ccccc23)cc1 (configuration not stated)	-0.4
CCOC(=O)C1=CCC(c2cccs2)N(S(=O)(=O)c2ccc(C)cc2)C1 (configuration not stated)	-0.5
Cc1cc(C)n2c(Nc3ccc4c(c3)OCCO4)c(C3CC3)nc2n1	-1.1
CCNC(=O)C1CCCN(C(=O)c2ccccc2F)CC1 (configuration not stated)	-1.3
O=C(NCc1ccncc1)c1ccc(-c2ccc(F)c(F)c2)c2ccoc12	91*
Cn1ccc2c(/C=C/c3ccc(F)cc3)cc3c(c21)C1CCC3C1 (configuration not stated)	1.4
CC(=O)Nc1cccc(-c2nc3ccccc3n2C(C(=O)NC(C)(C)C)C2CC2)c1 (configuration not stated)	-1.9
c1ccc(COc2cccc(-c3cc4nc(NCCN5CCOCC5)ccn4n3)c2)cc1	-0.7
COc1cc(C(O)c2nc(-c3cccc4cccnc34)cs2)ccc1F (configuration not stated)	0.0
Nc1ccc(S(=O)(=O)Nc2nc(-c3ccccc3)cc(-c3ccccc3O)n2)cc1	1.0
CC1(Oc2cccnc2Cl)CCN(Cc2ccc(OC(F)(F)F)cc2)C1 (configuration not stated)	-0.9
O=C(NCCN1CCC(n2c(=O)[nH]c3ccccc32)CC1)c1ccc(Cl)cc1Cl	0.2
CCCC(=O)N1CCC1(C)C(=O)NS(=O)(=O)c1ccc(OC)cc1 (configuration not stated)	-0.9
COc1ccc(N(C)S(=O)(=O)c2cccc(C(=O)OCC(=O)Nc3cc(C)ccc3OC)c2)cc1	2.1
CC(NS(=O)(=O)c1cccc(Cl)c1F)[C@H](O)c1ccccc1 (some centres not stated)	0.2
Cc1noc(C)c1C(=O)N1CCC1(C)C(=O)NS(=O)(=O)c1ccc(Cl)cc1 (configuration not stated)	-0.7
CCN(CC)C(=O)C1=C(C)N(Cc2ccc(F)cc2)C(=O)C(CC(=O)NC2CCCCC2)C1 (configuration not stated)	0.5
CCNC(=O)C1(C)CCN(C(=O)c2cccs2)C1 (configuration not stated)	-0.7
COc1ccc(-c2csc(C(C)(O)c3cccc(F)c3)n2)cc1OC (configuration not stated)	1.3
CCNC(=O)C1(C)CCN(C(=O)C(c2ccccc2)c2ccccc2)C1 (configuration not stated)	-1.4
COc1ccc(C=O)c(-c2c(CCO)sc3ccccc23)c1	-0.7
COc1ccccc1NC(=O)Nc1nc(C(N)Cc2ccc(Cl)cc2)cs1 (configuration not stated)	3.0
COc1ccc(NC(=O)c2cc(C3CCCCN3C(=O)c3cc(C(C)(C)C)nn3C)on2)c(C)c1 (configuration not stated)	0.5
CCCCn1nnnc1C(c1ccccc1)N1CCN(c2cc(C)ccc2C)CC1 (configuration not stated)	-0.2
CC(C)(C)c1ccc(NC(=O)c2cc(C3CCCN(S(=O)(=O)c4cccc5cccnc45)C3)on2)cc1 (configuration not stated)	1.5
COc1ccc(C)cc1NC(=O)ON=C1CCCCC1	-1.6
COc1cccc(-c2cnc3c(NC(C)=O)cc(-c4cccc(C(=O)N(C)C)c4)cn23)c1	0.6
Nc1[nH]c(C(=O)c2ccccc2)c(-c2cccnc2)c1C(=O)NC1CCCCC1	-0.1
C[C@H](CO)N1C[C@H](C)[C@@H](CN(C)CC2CCOCC2)Oc2ncc(Br)cc2C1=O	-0.7
COc1ccc([C@H]2N[C@]3(CCCN(Cc4ccc(F)cc4)C3=O)[C@H]3C(=O)N(C)C(=O)[C@@H]23)cc1	0.5
C[C@@H]1CN([C@@H](C)CO)C(=O)CCCn2nncc2CO[C@H]1CN(C)C(=O)Nc1ccc(N2CCCCC2)cc1	0.9
O=Cc1cccc(OCc2cn(CC(=O)c3ccc(O)cc3)nn2)c1	0.4
O=C1C2C3CC4C5C3C1C5C1(SCCS1)C42 (configuration not stated)	-1.6
COC(=O)[C@]12CCCCC=C1N(Cc1ccco1)C(=O)[C@H](CC(=O)NCc1cccc3ccccc13)C2	0.3
CCCc1nc2c3ccccc3ccn2c1Cc1ccccc1C(F)(F)F	0.4
COC(=O)C1=CCCCC(O)=C1C(=O)OC	0.4
O=C1C(=Cc2ccc(Cl)cc2)Cc2ccccc21	3.4
COc1ccc(CN2C(=O)C(CC(=O)NCCN3CCOCC3)CC(C(=O)N(C)C)=C2C)cc1 (configuration not stated)	-1.3
CN1C=CC(C(C(N)=O)c2ccccc2)c2ccccc21 (configuration not stated)	-0.1
Cn1cc(Cc2ccc(C(=O)N3CCN(Cc4ccccc4)CC3)cn2)c2ccccc21	-1.9
CC(C)N(c1ccccc1)c1ccc(NC(=O)[C@@H]2O[C@H](CO)[C@H](O)[C@H](O)[C@H]2O)cc1	-1.4
O=C(Nc1ccc2c(c1)OCCO2)C(CCc1ccccc1)N1CCC(Cc2ccccc2)CC1 (configuration not stated)	3.8
CCCCCCCCN1C(=O)[C@H](CC(=O)NCCCN2CCCC2=O)C[C@@]2(C(=O)OC)CC(C)(C)CC=C12	-0.8
CC(C)CC(=O)Nc1nnc(SCC(=O)NC2CCCC2)s1	-3.3
CCOC(=O)[C@]12CCCC=C1N(Cc1ccccc1)C(=O)[C@H](CC(=O)NCc1cccc(C(F)(F)F)c1)C2	-1.0
COC(=O)C1(C(=O)OC)C[C@H](c2ccc(OC)cc2)N(Cc2ccccc2OC)[C@@H]1c1cccs1	0.0&12
CCOC(=O)C1=CCN(S(=O)(=O)c2ccccc2)C1c1ccccc1 (configuration not stated)	-2.3

Taken from the entries so far for reference:
SMILES	MPTP block
CCCc1nc2c3ccccc3ccn2c1Cc1ccccc1C(F)(F)F	0.4
COC(=O)C1=CCCCC(O)=C1C(=O)OC	0.4
O=C1C(=Cc2ccc(Cl)cc2)Cc2ccccc21	3.4
COc1ccc(CN2C(=O)C(CC(=O)NCCN3CCOCC3)CC(C(=O)N(C)C)=C2C)cc1 (configuration not stated)	-1.3
CN1C=CC(C(C(N)=O)c2ccccc2)c2ccccc21 (configuration not stated)	-0.1
Cn1cc(Cc2ccc(C(=O)N3CCN(Cc4ccccc4)CC3)cn2)c2ccccc21	-1.9
CC(C)N(c1ccccc1)c1ccc(NC(=O)[C@@H]2O[C@H](CO)[C@H](O)[C@H](O)[C@H]2O)cc1	-1.4
O=C(Nc1ccc2c(c1)OCCO2)C(CCc1ccccc1)N1CCC(Cc2ccccc2)CC1 (configuration not stated)	3.8
CCCCCCCCN1C(=O)[C@H](CC(=O)NCCCN2CCCC2=O)C[C@@]2(C(=O)OC)CC(C)(C)CC=C12	-0.8
CC(C)CC(=O)Nc1nnc(SCC(=O)NC2CCCC2)s1	-3.3
CCOC(=O)[C@]12CCCC=C1N(Cc1ccccc1)C(=O)[C@H](CC(=O)NCc1cccc(C(F)(F)F)c1)C2	-1.0
COC(=O)C1(C(=O)OC)C[C@H](c2ccc(OC)cc2)N(Cc2ccccc2OC)[C@@H]1c1cccs1	0.0&12
CCOC(=O)C1=CCN(S(=O)(=O)c2ccccc2)C1c1ccccc1 (configuration not stated)	-2.3

(more compounds)
SMILES	MPTP block
Cc1ccc([C@H]2C[C@H](n3cc(C4CC4)nn3)[C@@H](O)CN2C(=O)C2CCCCC2)cc1	-0.1
CC1(C(=O)Nc2ccc3c(c2)OCCO3)CN(S(C)(=O)=O)CC(=O)N1Cc1cccc(F)c1 (configuration not stated)	-0.3
CSc1ccccc1NC(=O)C1(C)CCN1C(=O)CCC1CCCC1 (configuration not stated)	-0.5
CC(=O)Nc1cccc(NC(=O)c2cccc(Cl)c2)c1	-0.4
O=C(Nc1ccc(F)c(Cl)c1)C1Cc2c(-c3ccc(Cl)cc3)ccnc2O1 (configuration not stated)	1.7
CC(C)C[C@@H](CN1CCC[C@@H]1CN1C(=O)C(=O)NC[C@@H]1Cc1ccccc1)N1C[C@H](Cc2ccccc2)N(CC2CCCCCC2)C(=O)C1=O	-1.1
COc1cccc(C(O)c2nc(/C=C/c3ccc(C(F)(F)F)cc3)cs2)c1 (configuration not stated)	1.5
Cc1ccc(CN2CC(N3CCN(C)CC3)CS2(=O)=O)cc1 (configuration not stated)	1.9
O=C(Nc1ccc2ccccc2c1)c1ccccc1Cl	-0.4
O=C(COc1ccc2c(-c3ccccc3)cc(=O)oc2c1)N1C[C@H]2C[C@@H](C1)c1cccc(=O)n1C2	-1.4
CCn1c(C)cc(C(=O)COC(=O)CNC(=O)c2ccco2)c1C	-0.5
CCOC(=O)C1(C)CCN1C(=O)c1c(F)cccc1F (configuration not stated)	0.4
CCOc1ccccc1NC(=O)CCNC(=O)N1CC(=O)Nc2ccccc21	-0.7
O=C(NCCOc1ccc(F)cc1)C1CCC(=O)N(Cc2ccc(Cl)cc2)C1 (configuration not stated)	0.3
CCc1ccc([C@H]2[C@@H]3C(=O)C[C@@H]4C(=O)N(c5ccccc5)C(=O)[C@@H]4[C@@H]3CN2S(=O)(=O)c2ccc(C)cc2)cc1	-1.5
CCCCOCCCNC(=O)C[C@@H]1C[C@@]2(C(=O)OC)CC(C)(C)CC=C2N(Cc2ccco2)C1=O	0.1
CC(C)(C)c1ccc(CC(=O)N2CCC2(C)C(=O)O)cc1 (configuration not stated)	-0.2
CC1=C(C(=O)N2CCCCCC2)CC(CC(=O)NCc2cccc3ccccc23)C(=O)N1CCC1=CCCCC1 (configuration not stated)	-2.1
COc1ccc(OC)c(N2C(=O)c3ccccc3C2c2nnnn2-c2ccc3c(c2)OCCO3)c1 (configuration not stated)	-1.8
COc1cc(CN2C[C@@H](CO)O[C@@H](n3cnc4c(NCC(C)C)ncnc43)C2)cc(OC)c1OC	-1.7
CCNC(=O)C1(C)CCCN(C(=O)c2nc3ccccc3s2)C1 (configuration not stated)	-0.5
COc1cccc(CNc2nc3cc(-c4cccc(C(=O)NCCO)c4)sc3c(=O)n2C)c1	-0.4
Cc1cc(NC(=O)CSc2nnc3ccc(-c4ccccc4)nn23)no1	0.0
Cc1nc(Br)c(Br)n1Cc1ccccc1	0.1
COc1ccc(C2=Nc3ccccc3NC(=O)C2N(CCc2cc(OC)cc(OC)c2)C(C)=O)cc1 (configuration not stated)	-1.1
C[C@@H]1CN([C@H](C)CO)C(=O)CCCn2nncc2CO[C@H]1CN(C)C(=O)Nc1ccc(N2CCCCC2)cc1	15
Cc1cccc(C(=O)N2[C@@H](C(C)C)COc3cc(Br)ccc3S2(=O)=O)c1	-1.7
Cc1ccc(-c2ccc3c(c2)O[C@H](CN(C)C(=O)CC2CC2)[C@H](C)CN([C@@H](C)CO)S3(=O)=O)cc1	16
COc1ccc(C(C)=O)cc1Cn1c(C)c(C(=O)NCc2ccc3c(c2)OCO3)sc1=O	-0.5
COc1ccc(C(C#N)=C2C=C(Cl)C(=NO)C=C2Cl)cc1	13
CCOC(=O)C1=CCN(S(=O)(=O)c2ccc(F)cc2)C1c1cccc(Cl)c1 (configuration not stated)	0.6
OC[C@@H]1CN(Cc2cccs2)C[C@H](n2cnc3c(N4CCCC4)ncnc32)O1	-0.6
C[C@@H]1CN([C@H](C)CO)C(=O)c2cc(Br)cnc2O[C@H]1CN(C)C(=O)c1ccccc1	-1.5
COc1cccc(C(c2nnnn2C2CCCC2)N2CCN(C/C=C/c3ccccc3)CC2)c1OC (configuration not stated)	-0.8
C[C@H](CO)N1C[C@H](C)[C@@H](CN(C)S(=O)(=O)c2ccc(-n3cccn3)cc2)OCc2cn(nn2)CCCC1=O	-1.4
CCN1C(=O)c2cccc3c(S(=O)(=O)N(C)C)ccc1c23	0.2
Cc1cc(-c2cc(NC=O)c3ncc(-c4cccc(C(=O)NCCN(C)C)c4)n3c2)cc(C)c1O	-0.5
Cc1cc(C)n2c(NCc3ccccc3)c(CCc3ccccc3)nc2n1	-0.2
CC(=O)Nc1cc(-c2cccc(C(=O)N(C)C)c2)cn2c(-c3ccc(F)c(Cl)c3)cnc12	-0.1
CCCCC[C@@H](C)N1C[C@@H](COCc2ccccc2)Oc2cc(N3CCC[C@H]3CO)ccc2S1(=O)=O	1.0
CCOC(=O)C1=CCC(c2ccccc2C(F)(F)F)N(S(=O)(=O)c2ccc(C)cc2)C1 (configuration not stated)	0.0
O=C(Nc1nnc([C@@H]2C[C@H](O)[C@@H](CO)O2)s1)c1c(F)cccc1F	0.6
CC(=O)NC(c1ccccc1)c1nc(-c2cc3ccccc3o2)cs1 (configuration not stated)	-1.5
COc1ccc(NC(=O)C2(C)CCN2Cc2ccc3ccccc3c2)cc1OC (configuration not stated)	-1.6
